HT1080NT lethal: kills 2HG-producing HT-1080-NT fibrosarcoma cells; 360,000 tested, 1.6% active; Potency, µM (highest dose often 46.1 µM), for inactives: top-dose activity, negative = less viability, usual class: cytotoxic; HT-1080-NT fibrosarcoma viability, CellTiter-Glo ATP luminescence, 48 h;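 note: NT is the 2HG producing partner of a matched IDH1 knockdown line; potency is the fitted concentration of half-maximal effect; 0% = DMSO-treated cells and -100% = media-only wells without cells; nearly all actives have a fitted effect of over 55% in size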
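Luminescent CellTiter-Glo readout after 48 hours of compound exposure at 37 degrees C defined viability of HT-1080-NT cells. Activity was normalized to DMSO wells and cell-free media wells; concentration-response curves were fitted and assigned curve classes.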
SW480 rerep: induces DNA re-replication in SW480 colon adenocarcinoma cells | SW480 DNA re-replication, Hoechst DNA content imaging, 48 h | Potency, µM (series often up to 46.1 µM), for the others: at the top dose re-replication activation, most hits filed as activators | 340,000 tested, 1.8% active; note: potency is the fitted concentration of half-maximal effect; % of control where 0% means no effect; nearly all actives have a fitted effect of over 55% in size
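Per well, 250 cells were exposed to pinned compound for 48 hr. Nuclear DNA was visualised with Hoechst (40 min, 37 C) and total object intensity recorded by fluorescence scanning.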
IL1B secr inh: inflammasome signaling inhibition, IL-1 beta readout; THP-1 LPS/ATP IL-1B secretion, AlphaLISA, 16 h; hits give low values; activity change, % at 57.5 µM; 360,000 tested, 4.7% active; in the data active = activity change below about -50%; inconclusive = mostly about -30% to -49%; note: % is set by controls: 0 for no effect and ±100 for the full control effect
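Secreted IL-1B measured by AlphaLISA bead assay after 16 h compound exposure of THP-1 cells; compounds (final up to 57.5 uM) added 1 h before LPS (250 ng/mL) and ATP (1.25 mM) stimulation; lower signal means less secretion.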
MCF10A rerep: DNA re-replication induction in MCF 10a cells | MCF 10A DNA re-replication, Hoechst nuclear intensity, 48 h | 350,000 tested, 2.9% active | Potency, µM (top dose mostly 46.1 µM), without a hit: at the top dose activity, positive = re-replication, hits mostly activators; note: potency is the fitted concentration of half-maximal effect; % of control where 0% means no effect; nearly all actives have a fitted effect of over 50% in size
S2 tox: reduces viability in counter-screen for ATXN expression inhibitors; S2 cells (HEK-293 line with an ATXN2-luciferase reporter) viability, CellTiter-Fluor protease fluorescence, 24 h; Potency, µM (titrated, usually from 56.7 µM), actives largely listed as cytotoxic; 400,000 tested, 0.49% active; AID 651635; note: potency is the fitted concentration of half-maximal effect; nearly all actives have a fitted effect of over 40% in size
ATXN2 expr inh: inhibitors of ATXN2 expression; Potency, µM (titrated, usually from 57 µM), without a hit: at the highest dose activity change, negative = inhibition, usual class: inhibitors; 360,000 tested, 0.72% active; HEK-293 ATXN2-luciferase reporter, luminescence, 24 h; AID 1745845; note: potency is the fitted concentration of half-maximal effect; % is set by controls: 0 for no effect and ±100 for the full control effect; nearly all actives have a fitted effect of over 55% in size
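ATXN2-luciferase reporter cells (luciferase flanked by upstream and downstream ATXN2 gene portions) were treated 24 h at 37 °C with compounds at up to 57 uM. SteadyGlo luminescence gave expression; GF-AFC fluorescence gave viability.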
KB-V1 MDR tox: kills drug-selected multidrug resistant KB-V1 cells; AID 1347076; Potency, µM (doses to about 46.1 µM), inactives show at the highest dose activity change, negative = cytotoxicity, usual class: cytotoxic; 400,000 tested, 3.4% active; KB-V1 MDR cells viability, CellTiter-Glo, 72 h; note: potency is the fitted concentration of half-maximal effect; % is set by controls: 0 for no effect and ±100 for the full control effect; nearly all actives have a fitted effect of over 60% in size
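Cells of the MDR subline KB-V1 are plated, dosed with compound at multiple concentrations, and incubated 72 h at 37 degrees C; CellTiter-Glo is then added and luminescence read after 10 min.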
HT1080 IDH1KD tx: toxicity to HT-1080 IDH1 knockdown cells (counter line); HT-1080 IDH1 knockdown viability, ATP luminescence, 48 h; Potency, µM (highest dose often 46.1 µM), for the others: at the top dose activity, negative = toxicity, most hits filed as cytotoxic; 360,000 tested, 2% active; AID 686971;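 note: potency is the fitted concentration of half-maximal effect; 0% = DMSO wells and -100% = cell-free medium wells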
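Using the IDH1-knockdown HT-1080 line run in the same batch and compound series as the NT line, viability after 48 h at 37 °C was determined by CellTiter-Glo luminescence and expressed as % activity.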
KB-3-1 tox: KB-3-1 parental cell cytotoxicity; KB-3-1 viability, CellTiter-Glo ATP luminescence, 72 h; Potency, µM (top dose mostly 46.1 µM), without a hit: at the highest dose activity change, negative = cytotoxic, hits mostly cytotoxic; 400,000 tested, 1.4% active; AID 1347075; note: potency is the fitted concentration of half-maximal effect; % is set by controls: 0 for no effect and ±100 for the full control effect; nearly all actives have a fitted effect of over 60% in size
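Here the drug-naive KB-3-1 line serves as comparator for MDR sub-line selectivity; cells received compound titrations, 72 h at 37 °C, then CellTiter-Glo readout.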
* marks the source's active call; other numbers are inactive results; i = inactive; ? = inconclusive; / = not tested or not shown; & = joins results of further samples; [ ] = remark or other dose. Unless noted, calls come from the whole dose curve; as a rule, active = well fitted curve in the direction sought with a large enough effect; inconclusive = small, poorly fitted or top-dose-only effect, or another doubt; inactive = no such curve, though single readings can be large; an effect the other way counts as inactive or inconclusive. Compounds as they come (roughly 11% active in at least one column).

smiles | HT1080NT lethal | SW480 rerep | IL1B secr inh | MCF10A rerep | S2 tox | ATXN2 expr inh | KB-V1 MDR tox | HT1080 IDH1KD tx | KB-3-1 tox
CCC(CC)c1nnc(NC(=O)c2c(C)nn(Cc3ccccc3Cl)c2C)s1 | -19% | 0% | 23 | 13% | i | -12% | ? | 2%[9.24 µM] | -15%
CC(C)(C)C(=O)NC1=NN(c2c(Cl)cc(Cl)cc2Cl)C(=O)C1 | -1% | -9% | 11 | -5% | i | / | 3% | -3% | 0%
CCCCNC(=O)OCCSCCS(=O)(=O)c1ccc(Cl)cc1 | 1% | -15% | 9 | 0% | i | -2% | -19% | 9% | 3%
COc1cccc(NC(=O)Cn2c(=O)n(CCC(=O)NCc3ccccc3OC)c(=O)c3ccccc32)c1 | / | / | / | / | ? | ? | 15% | / | 4%
CCn1c(SCC(=O)NCc2ccco2)nnc1-c1c[nH]c2ccccc12 | 10% | 2% | -5 | -3% | i | -5% | 10% | 13% | 3%
Cc1ccc(-c2noc(-c3ccc(N4CCCCC4)c([N+](=O)[O-])c3)n2)cc1 | / | / | / | / | i | -19% | 18% | / | 1%
Brc1cccc(-c2nnc3sc(CNC4CCCC4)cn23)c1 | 0% | 1% | -7 | 3% | i | 0% | -4% | 2% | -15%
CS(=O)(=O)N1CCC(C(=O)N2CCN(c3ccccc3F)CC2)CC1 | 8% | -12% | 14 | -6% | i | -9% | 5% | 2% | -13%
CNc1nnc(SCC(=O)c2c(N)n(C3CC3)c(=O)[nH]c2=O)s1 | 21% | -17% | -11 | -8% | i | 4% | 0% | 23% | 5%
CN(C(=O)C1CCN(S(=O)(=O)c2ccccc2)CC1)c1c(N)n(Cc2ccccc2)c(=O)[nH]c1=O | 1% | 0% | 5 | 0% | i | 4% | 0% | 12% | -4%
O=C(NCC(c1cccs1)S(=O)(=O)c1ccccc1)c1ccc(C(F)(F)F)cc1 (stereo unspecified) | / | / | / | / | i | -19% | -7% | / | 1%
Cc1cc(Cl)ccc1NC(=O)COC(=O)c1c(C)noc1C | -4% | -12% | 20 | -1% | i | / | -14% | 12% | -4%
OCCN1CCN(C(c2ccc(Cl)cc2Cl)c2sc3nc(-c4ccco4)nn3c2O)CC1 (stereo unspecified) | / | / | / | / | ? | 5% | ? | / | -3%
Nc1ncc([N+](=O)[O-])c(Oc2ccccc2F)n1 | 7% | -9% | 6 | 0% | i | 20% | ? | 5% | 11%
CCOC(=O)C1CCN(CC(=O)Nc2c(C(=O)OC)n(C)c3cccc(C)c23)CC1 | 1% | 2% | 11 | 9% | i | -3% | ? | 8% | 18%
C#C[C@]1(O)CC[C@H]2[C@@H]3CCC4=C(CCC(=O)C4)[C@H]3CC[C@@]21C | -21% | 6% | -5 | -2% | i | 4% | 15µM* | 0% | ?
CN(C(=O)COC(=O)c1ccccc1Cc1ccccc1)c1c(N)n(Cc2ccccc2)c(=O)[nH]c1=O | -6% | 5% | -11 | 7% | i | 8% | -8% | -15% | ?
CN(c1ccccc1)S(=O)(=O)c1cc(C(=O)NCCCn2ccnc2)ccc1Cl | -1% | 0% | -6 | -6% | i | / | -9% | 5% | -10%
COCCN1CCn2c(nc3cc([N+](=O)[O-])ccc32)C1 | -1% | -2% | -2 | -1% | i | 9% | 4% | 5% | -7%
C=C1[C@@H](O)[C@@H]2O[C@]3(CC[C@H](/C=C/[C@@H](C)[C@@H]4CC(C)=CC5(O[C@H](C[C@@](C)(O)C(=O)OC)CC[C@H]5O)O4)O3)CC[C@H]2O[C@@H]1[C@@H](O)C[C@H](C)[C@H]1OC2(CCCCO2)CC[C@H]1C (stereo partly specified) | 0.65µM* | ? | -2 | ? | ? | ? | 18µM* | 1.2µM* | ?
COCCN(C(=O)Cc1cccs1)C(C(=O)NCc1ccc(OC)cc1)c1ccc(C)cc1 (stereo unspecified) | 0% | 1% | -3 | 27% | i | -5% | ? | 2% | 1%
COc1ccc(-n2nc3ccc(NS(C)(=O)=O)cc3n2)cc1Cl | ? | -6% | -4 | ? | i | 43%[activator] | 0% | ? | 2%
O=C(O)c1ccc(/C=N/NC(=O)c2cc3ccccc3cc2O)cc1 | -2% | -3% | -2 | -1% | i | -11% | ? | -14% | ?
Cn1c(C(=O)N2CCN(c3ccccc3)CC2)cc2cc(Cl)ccc21 | -4% | -10% | 36 | -9% | i | -14% | -8% | 3% | 2%
CC(C)CNC(=O)C1CCN(S(=O)(=O)c2ccc3c(c2)OCCO3)CC1 | 3% | -10% | 19 | -6% | i | 6% | -1% | 4% | 12%
COc1ccccc1C(=O)NCCC(=O)N1CCCCCCC1 | 4% | -1% | -1 | 0% | i | 6% | ? | -1% | ?
C[C@H]1CN([C@@H](C)CO)C(=O)CCCn2nncc2CO[C@H]1CN(C)S(=O)(=O)c1ccc2c(c1)OCCCO2 | 4% | / | 18 | / | ? | 17% | ? | -4% | -6%
Cc1ccc(-c2noc(CNC(=O)c3ccc4c(c3)OCO4)n2)cc1 | -27% | -13% | -6 | ? | i | -1% | -19% | -9% | -11%
O=C(COc1ccccc1[N+](=O)[O-])N1CCN(c2ccccn2)CC1 | 12% | -383%[inhibitor] | -5 | -2% | i | 20% | -8% | 2% | -1%
Cc1cc(C)n2nc(-c3sccc3-n3cccc3)cc2n1 | 8% | -4% | -20 | 16% | ? | -3% | ? | 10%[9.24 µM] | -2%
COc1ccc(-c2cc(=O)c3cc(OC)ccc3o2)cc1 | 9% | -10% | -19 | -9% | i | 48%[activator] | -4% | 7% | -2%
CC1(C)NC(=O)N(CC(=O)OCC(=O)NC(=O)c2ccccc2)C1=O | 2% | -2% | 14 | 0% | ? | -2% | ? | -1% | 2%
CCOC(=O)CSc1nc2ccccc2n1CC(=O)N(C(C)C)C(C)C | -4%[9.24 µM] | -15% | -13 | 6% | i | -7% | -16% | 6% | 3%
O=C(CSc1oc(-c2ccco2)nc1S(=O)(=O)c1ccc(Br)cc1)c1ccc(Cl)cc1 | / | / | / | / | i | 3% | -10% | / | 2%
O=C(NCc1ccc(F)cc1)C1CCCN(C(=O)NCc2ccccc2)C1 (stereo unspecified) | 2% | 1% | 2 | -1% | i | -19% | ? | 4% | 14%
Cc1occc1C(=O)N(C)CC1CCCN(CCc2ccc(Cl)cc2)C1 (stereo unspecified) | -9% | / | -22 | / | i | / | -16% | -17% | -4%
O=C(CN1C(=O)S/C(=C/c2ccncc2)C1=O)Nc1ccccc1 | -5% | -5% | -16 | -2% | i | 3% | 26% | 0% | -6%
Cc1ccc(Cl)cc1NC(=O)Nc1cn(CC(C)C)c(=O)c2ccccc12 | / | / | / | / | i | 14% | ? | / | 2%
CNC(=O)Cn1ncc2c(C)n(Cc3ccc(C)cc3)c(C)c2c1=O | 11% | -3% | -7 | -3% | i | 5% | -3% | 1% | -3%
CS(=O)(=O)N1CC2CCCN2c2ccc(C(F)(F)F)cc21 (stereo unspecified) | -4% | 0% | -9 | 1% | i | -22% | 0% | 13% | -3%

Quoted at random: seven entries already listed.
smiles | HT1080NT lethal | SW480 rerep | IL1B secr inh | MCF10A rerep | S2 tox | ATXN2 expr inh | KB-V1 MDR tox | HT1080 IDH1KD tx | KB-3-1 tox
O=C(NCc1ccc(F)cc1)C1CCCN(C(=O)NCc2ccccc2)C1 (stereo unspecified) | 2% | 1% | 2 | -1% | i | -19% | ? | 4% | 14%
CNC(=O)Cn1ncc2c(C)n(Cc3ccc(C)cc3)c(C)c2c1=O | 11% | -3% | -7 | -3% | i | 5% | -3% | 1% | -3%
CCOC(=O)CSc1nc2ccccc2n1CC(=O)N(C(C)C)C(C)C | -4%[9.24 µM] | -15% | -13 | 6% | i | -7% | -16% | 6% | 3%
CS(=O)(=O)N1CC2CCCN2c2ccc(C(F)(F)F)cc21 (stereo unspecified) | -4% | 0% | -9 | 1% | i | -22% | 0% | 13% | -3%
Cc1ccc(Cl)cc1NC(=O)Nc1cn(CC(C)C)c(=O)c2ccccc12 | / | / | / | / | i | 14% | ? | / | 2%
O=C(CSc1oc(-c2ccco2)nc1S(=O)(=O)c1ccc(Br)cc1)c1ccc(Cl)cc1 | / | / | / | / | i | 3% | -10% | / | 2%
O=C(CN1C(=O)S/C(=C/c2ccncc2)C1=O)Nc1ccccc1 | -5% | -5% | -16 | -2% | i | 3% | 26% | 0% | -6%

(more compounds)
smiles | HT1080NT lethal | SW480 rerep | IL1B secr inh | MCF10A rerep | S2 tox | ATXN2 expr inh | KB-V1 MDR tox | HT1080 IDH1KD tx | KB-3-1 tox
C[C@@H]1CN([C@@H](C)CO)C(=O)CCCn2nncc2CO[C@H]1CN(C)C(=O)Cc1ccccc1 | 4% | / | 14 | / | i | -2% | -6% | 8% | 5%
O=C(CSCc1ccccc1)N1CCN(c2ccccc2)CC1 | 5% | ? | 0 | 5% | i | 47%[activator] | -2% | 10% | 3%
COc1ccc(CNC(=O)[C@@H]2CC=C[C@@H]3CCN(Cc4ccccc4)C(=O)[C@@H]32)cc1 | -2% | 5%[9.22 µM] | 11 | 4% | i | -2% | ? | 11% | 17%&-25%
COc1cc(OC)c(NC(=S)NCc2ccc(F)cc2)cc1Cl | -18% | 1% | -13 | -3%[9.22 µM] | i | -16% | -19% | 1% | 5%
CC(C)c1ccc(OCC(=O)NC(Cc2c[nH]c3ccccc23)C(=O)O)cc1 (stereo unspecified) | -5% | -13% | -6 | -8% | i | 9%[11.3 µM] | ? | -1% | -1%&1%
CCC(CC)c1nnc(NC(=O)CN2C(=O)C3C4C=CC(C4)C3C2=O)s1 (stereo unspecified) | 10% | 7% | 0 | ? | i | 3% | 1% | 15% | -2%

Screening results as filed in PubChem.
